Hep lipid drop: inhibitors of hepatocyte lipid droplet formation, primary screen, imaging, high-throughput imaging, BODIPY stain; AML12 mouse hepatocytes, oleate lipid droplets; inhibition, % at 6.5 µM; 0.4% of 240,000 active; AID 1656, 2009;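 active = lipid droplet intensity inhibited by at least 50%, with more than 500 cells counted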
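Assay system: AML12 mouse liver cells | Compound dosing: One dose, 6.5 µM compound | Read-out basis: Droplet intensity reduction, % inhibition | Measured by: Fluorescence imaging, 20x objective, two fields per well | Schedule: Overnight treatment with compound plus oleate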
HIV peptide binding: inhibitors of HIV fusion peptide binding, primary screen, biochemical, uHTS, fluorescence dequenching (AID 1986); cell-free peptide binding, fluorescence dequenching, 30 min; higher % means a stronger effect; inhibition, % at 20 µM; hits with a dose series show IC50 in µM; 0.3% of 290,000 active; in the data active = inhibition mostly above about 52%, no sharp cut-off; inactive = mostly below about 76%; also: some results filed as inactive read as strong as hits
AID2073: inhibitors of Mint1-CaV2.2 protein interaction, biochemical, HTRF (AID 2073) | Voltage-dependent N-type calcium channel subunit alpha-1B (Homo sapiens) | HTRF protein-protein interaction, Mint1-CaV2.2; higher % means a stronger effect | inhibition, % at 20 µM; hits with a dose series show IC50 in µM | 0.19% of 290,000 active; in the data active = inhibition mostly above about 51%, no sharp cut-off; also: some results filed as inactive read as strong as hits
HEK293 NOD2/NF-kB: NOD2 signaling inhibitors, cell-based, luminescence, uHTS, HEK293 (AID 1566); 0.63% of 290,000 active; HEK293 NOD2/NF-kB luciferase reporter, luminescence; higher % means a stronger effect; inhibition, % at 4 µM, or EC50 in µM where a hit was titrated; also: many of its hits are not listed in these tables
XIAP displacement: XIAP antagonists, biochemical, IAP family, fluorescence polarization (AID 1018) | E3 ubiquitin-protein ligase XIAP (Homo sapiens) | XIAP BIR domain, fluorescence polarization peptide displacement; higher % means a stronger effect | displacement, % at 20 µM; hits with a dose series show IC50 in µM | 0.007% of 200,000 active; in the data active = displacement above about 50%; also: a part of the inactive calls stands beside numbers as strong as those of hits
Myeloid diff MLP: induction of myeloid progenitor differentiation, primary screen, cell-based, flow cytometry, MLPCN library; ER-HoxA9 myeloid progenitors, lysozyme-GFP differentiation; calls only at 10 µM; 1% of 360,000 active;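 active = normalized GFP-positive differentiation at or above the plate's own cutoff, the solvent-only control mean plus 3 SD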;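 also: cells exposed to compound for four days before flow analysis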
LYP phosphatase: inhibitors of LYP phosphatase, biochemical, fluorescence intensity, uHTS (AID 1779); 0.054% of 290,000 active; inhibition, % at 11.5 µM, or IC50 in µM where a hit was titrated; Tyrosine-protein phosphatase non-receptor type 22 (Homo sapiens); recombinant LYP phosphatase, fluorescence intensity; higher % means a stronger effect;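 also: plate controls were vehicle with enzyme for no effect and no enzyme for full effect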
SIAH1 antagonists: Siah-1 peptide-binding antagonists, primary screen, biochemical, fluorescence polarization, rhodamine-plectin, uHTS (AID 1817). 0.02% of 290,000 active. E3 ubiquitin-protein ligase SIAH1 (Homo sapiens). Siah-1 / rhodamine-plectin peptide fluorescence polarization; higher % means a stronger effect. displacement, % at 20 µM, or IC50 in µM where a hit was titrated;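 active = displacement of at least 50% at 20 µM, with a fluorescence ratio check between 0.3 and a set limit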;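 also: plate controls were Siah plus tracer with DMSO for no effect and tracer alone without Siah for full effect; strong numbers were not always called active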
Dengue-2 NS5 capping: Dengue-2 NS5 methyltransferase inhibitors, primary screen, biochemical, confirmation dose response (AID 588689); Genome polyprotein (Dengue virus type 2 (strain 16681-PDK53)); Dengue-2 NS5 methyltransferase capping enzyme assay, biochemical; higher % means a stronger effect; one-dose inhibition, % at 25 µM; IC50 in µM for titrated hits; 0.3% of 340,000 active; in the data active = a potency from the dose series
Hep lipid drop cells 6.5 µM: second read-out of Hep lipid drop, no call of its own (marks repeat the call); cell count; measured here: cell count, cytotoxicity flag;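 cells counted across two imaged fields per well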
Dengue-2 NS5 capping pilot replicate: further read-out of Dengue-2 NS5 capping, marked with its call; inhibition, %; measured here: pilot screen replicate inhibition
Myeloid diff MLP GFP+ MAC1+ %: further read-out of Myeloid diff MLP, marked with its call; GFP+ MAC1+ double positive, %; measured here: differentiation confirmed by MAC1 staining
Active calls of the source: *; i = inactive; . = no result given. Rule as the data show it, unless noted: active = inhibition above about 50%; inactive = the rest.

SMILES | Hep lipid drop | Hep lipid drop cells 6.5 µM | HIV peptide binding | AID2073 | HEK293 NOD2/NF-kB | XIAP displacement | Myeloid diff MLP | Myeloid diff MLP GFP+ MAC1+ % | LYP phosphatase | SIAH1 antagonists | Dengue-2 NS5 capping | others
CCC(C)NC(=O)C1CCN(CCCc2ccccc2)CC1 (centres undefined) | . | . | 1.5% | -4% | -9% | . | . | . | -11% | 12% | -2%
Cc1csc(NC(=O)c2cc3c(s2)-c2ccccc2OC3)n1 | 4 | 713 | 1.9% | 26% | -38% | -3.6% | i | 2.4 | -8% | -5% | -3%
Cc1cc(C)c(C)c(S(=O)(=O)NCC(=O)NCC2CCCCC2)c1C | -18 | 771 | -0.5% | 8% | 10% | . | i | 0.0 | -10% | -1% | -7%
Cc1cc(Cl)c(S(=O)(=O)NC(C(=O)O)C(C)C)cc1OCC(=O)NC1CCCCC1 (centres undefined) | -1 | 777 | 0.0% | 5% | 1% | -5.2% | i | 2.7 | -1% | -4% | -7% | Dengue-2 NS5 capping pilot replicate=-2.3
COc1cccc(NC(=O)CCS(=O)(=O)c2cccs2)c1 | 15 | 695 | 0.2% | -12% | -30% | -7.8% | i | 0.0 | -1% | 1% | 1%
CCOC(=O)c1cc2[nH]c3ccccc3c2[n+](-c2ccc([N+](=O)[O-])cc2)c1N | -2 | 549 | 0.1% | -7% | 2% | -4.6% | i | 0.5 | 0% | -5% | -6%
COc1cc2[nH]c(-c3ccc(C)cc3)cc(=O)c2cc1OC | -1 | 718 | 0.6% | 11% | -23% | -24% | i | 0.6 | -6% | 0% | -3%
CCOC(=O)Cn1c(CN(Cc2ccccc2)Cc2ccccc2)nc2c1c(=O)[nH]c(=O)n2C | . | . | -1.6% | 5% | 14% | -4.0% | i | 6.6 | 0% | 7% | -5%
Cc1ccc(/C=C/C(=O)N2CCc3ccccc3C2)cc1 | -9 | 721 | 0.7% | -9% | -41% | -2.2% | i | 1.5 | -4% | -2% | -3%
COc1ccc(NC(=S)Nc2ncccc2C)cc1OC | 3 | 655 | -3.3% | 36% | -42% | -4.3% | i | 0.5 | -7% | -3% | 4%
O=C(Nc1nccs1)C(NS(=O)(=O)c1ccc(Br)s1)c1ccccc1 (centres undefined) | . | . | 2.7% | -4% | 9% | -4.2% | i | 2.8 | -4% | 6% | -1%
CC1(C(=O)O)CCC(C(=O)NC2CCCCC2)C1(C)C (centres undefined) | -13 | 761 | 4.8% | 4% | 3% | -2.3% | i | 1.4 | -6% | -1% | -2%
CCCn1c(NC(=O)c2cccc(C)c2C)nc2ccccc21 | . | . | 2.0% | -1% | 5% | -4.3% | i | 1.9 | -4% | -4% | -14%
Cc1ccc2occ(/C=C/C(=O)c3ccccc3O)c(=O)c2c1 | . | . | 1.6% | 7% | -47% | -2.2% | i | 0.7 | -2% | 1% | .
COc1cc(N=Nc2ccc3ccccc3c2)ccc1O | 20 | 858 | -2.4% | -6% | -56% | . | i | 0.2 | -9% | -5% | 9% | Dengue-2 NS5 capping pilot replicate=-1.5
N#Cc1nc(-c2ccc(F)cc2)oc1NCc1cccc2c1OCO2 | 3 | 672 | 1.9% | 8% | -71% | -5.5% | i | 1.4 | -2% | 0% | -8%
CCN(CC)CCNC(=O)COc1ccc(Cl)cc1Cl | . | . | -1.3% | -6% | 20% | -1.9% | i | 1.4 | -5% | -1% | -4%
CC(C)(C)c1ccc(S(=O)(=O)Nc2ccc3c(c2)COC3=O)cc1 | 5 | 684 | 2.0% | -7% | -16% | -4.4% | i | 0.2 | 8% | -2% | -5%
CCOc1ccc(C(=O)Nc2nnc(C(C)C)s2)cc1OCC | 23 | 781 | 5.1% | -12% | -5% | -1.5% | i | 1.0 | 0% | -1% | -10%
Cc1ccc(C(=O)N/C(=C\c2sccc2C)C(=O)NCc2ccncc2)cc1 | 7 | 643 | -1.8% | -3% | 3% | -8.9% | i | 0.6 | 2% | 3% | 0%
COc1ccc(CCNC(=O)CC2SC(N)=NC2=O)cc1OC (centres undefined) | 7 | 647 | -1.6% | -5% | -1% | 12% | i | 0.2 | -6% | 2% | 4%
CC(=O)NCCC1CCCCN1Cc1nc(Cc2cccc(C(F)(F)F)c2)no1 (centres undefined) | -18 | 681 | 0.0% | -3% | -15% | -5.5% | i | 0.2 | -3% | 4% | -11%
CCOCCCNC(=O)C1CC(=O)N(CCc2ccccc2)C1 (centres undefined) | -1 | 824 | -0.6% | 7% | -12% | . | i | 0.6 | -3% | 14% | -5%
O=C(O)c1ccc(/C=N/NC(=O)c2ccc(NS(=O)(=O)c3cccs3)cc2)cc1 | -32 | 634 | 4.7% | 7% | 9% | . | i | 0.3 | 1% | -3% | 5%
C=CCn1cc([N+](=O)[O-])nc1C | -5 | 685 | 1.0% | -3% | 8% | -2.4% | i | 0.6 | -2% | 1% | -1%
SMILES | Hep lipid drop | Hep lipid drop cells 6.5 µM | HIV peptide binding | AID2073 | HEK293 NOD2/NF-kB | XIAP displacement | Myeloid diff MLP | Myeloid diff MLP GFP+ MAC1+ % | LYP phosphatase | SIAH1 antagonists | Dengue-2 NS5 capping | others
COc1ccc(OC)c(-c2cc(C(=O)N3CCOCC3)no2)c1 | 6 | 740 | 0.2% | 2% | -18% | . | i | 0.8 | -17% | -1% | -2%
O=C(CCCC(=O)OCC(Cl)=C(Cl)Cl)Nc1cccc(F)c1 | . | . | 0.9% | 0% | 17% | -3.5% | i | 1.3 | -8% | 5% | -5%
Cc1ccc(-c2cc(C(=O)NCCc3ccccn3)c3ccccc3n2)c(C)c1 | -3 | 722 | 2.7% | -1% | 14% | -0.9% | i | 0.2 | -7% | 12% | -2%
COc1ccc(N(CC(=O)NCCC(C)C)C(=O)c2snc(C(=O)NC3CCCCC3)c2N)c(OC)c1 | -6 | 741 | -1.0% | 11% | 23% | . | i | 1.1 | -6% | -6% | -7%
CSc1nc2nc3c(cc2c(=O)n1-c1ccc(C)cc1)COC(C)(C)C3 | 2 | 724 | -1.2% | -2% | 13% | . | i | 0.3 | -6% | -3% | -9%
Cc1cc(NC(=O)CSc2nnnn2-c2ccc(C(C)C)cc2)no1 | 6 | 730 | 1.7% | 0% | 3% | . | i | 0.4 | -9% | 2% | -4%
Cc1cccc(C(=O)N2CC(=O)Nc3ccc(F)cc3C2c2ccc(F)cc2)c1 (centres undefined) | 0 | 789 | -0.7% | 4% | 14% | . | i | 0.3 | -5% | 8% | -3%
NC(=O)c1ccccc1NS(=O)(=O)c1ccc2c(c1)OCCO2 | 30 | 773 | 2.9% | 11% | 6% | -8.0% | i | 2.2 | -8% | -4% | 0%
CCOc1ccc2nc(NC(=O)CSc3nc(SC)ns3)sc2c1 | . | . | -0.1% | -4% | -86% | -1.6% | i | 7.1 | 5% | -1% | 2%
O=C(NC(=S)NCCOCc1ccc(Cl)cc1)c1cccnc1 | 2 | 624 | -0.7% | -5% | 14% | -3.5% | i | 0.6 | -6% | -3% | -4%
O=C1CN(C(=O)COC(=O)CNC(=O)c2ccc(Br)o2)c2ccccc2N1 | -6 | 657 | -0.8% | 2% | 2% | -8.2% | i | 0.4 | 2% | -1% | -9%
CCSC1=NCCN1C(=O)C(C)(C)Oc1ccc(Cl)cc1 | 4 | 677 | -1.5% | -6% | 21% | -1.9% | i | 0.7 | 0% | 25% | 4%
O=C(NCCOc1ccccc1)c1cc2ccccc2o1 | 4 | 770 | 1.3% | 2% | -89% | -5.0% | i | 1.0 | 0% | -2% | -4%
COc1ccc(N2CC(C(=O)N[C@@H](CC(C)C)C(=O)NC3CCCCC3)CC2=O)cc1 (some centres undefined) | -3 | 727 | -0.8% | 8% | 10% | . | i | 9.1 | -10% | -5% | 1%
CCOc1ccc2[nH]c3c(NCCN(C)C)ncnc3c2c1 | 4 | 839 | -1.9% | 14% | 23% | . | i | 0.6 | 0% | -2% | -4%
COC(=O)c1ccc(NC(=O)CNCc2ccncc2)cc1 | 12 | 663 | 1.5% | -2% | 4% | 2.0% | i | 0.7 | -6% | 8% | -11%
Cc1ccn2cc(-c3cccc(NC(=O)c4cccs4)c3)nc2c1 | -1 | 679 | 0.2% | 4% | -13% | -6.9% | i | 2.2 | -3% | 4% | -4%
O=C(c1ccc(Br)o1)N1CCN(c2ncccn2)CC1 | 5 | 805 | 0.2% | 2% | -10% | -4.8% | i | 2.7 | 1% | 0% | 6%
Cc1c(NS(=O)(=O)c2ccc(F)cc2)c(=O)n(-c2ccccc2)n1C | 0 | 812 | -1.4% | 10% | 11% | . | i | 0.7 | -6% | 0% | -3%
C/C(CC(=O)N1CCN(C=O)CC1)=N\NC(=O)c1ccc(Br)cc1 | 6 | 677 | -1.8% | -1% | 2% | 14% | i | 0.7 | -6% | 16% | -4%
Cc1nc(N2CCOCC2)c(C#N)c(C)c1Br | -2 | 735 | 0.6% | 0% | 11% | -0.5% | i | 2.5 | -6% | 5% | -9%
COC(=O)c1cn(CC(=O)N2CCCCCC2)c2ccccc12 | -5 | 746 | 0.3% | 3% | 9% | -2.6% | i | 1.4 | -3% | -1% | -3%
CC(=C/c1ccccc1)/C=N/NC(=O)c1cccs1 | 2 | 736 | 0.5% | 0% | -213% | . | i | 0.3 | 1% | 2% | .
COC(=O)c1ccccc1NC(=O)Nc1cc(C)cc(C)n1 | 12 | 664 | -2.3% | 1% | -4% | -5.3% | i | 1.3 | 1% | 1% | -3%
COCc1c(C(=O)N/N=C/c2cccc3ccccc23)nnn1-c1nonc1N | -22 | 593 | -1.1% | 40% | -2% | -5.3% | i | 0.4 | 2% | 5% | -5%
COc1ccc(CNC(=O)C2CCN(S(=O)(=O)c3ccc(SC)cc3)CC2)cc1 | 4 | 911 | -0.5% | -2% | -38% | . | i | 1.1 | -10% | -1% | 2%
O=C(O)c1cc([N+](=O)[O-])ccc1NCc1cccnc1 | -3 | 791 | 0.1% | 4% | 3% | . | i | 0.3 | -10% | 5% | -2%

Random excerpt: 4 records from the list.
SMILES | Hep lipid drop | Hep lipid drop cells 6.5 µM | HIV peptide binding | AID2073 | HEK293 NOD2/NF-kB | XIAP displacement | Myeloid diff MLP | Myeloid diff MLP GFP+ MAC1+ % | LYP phosphatase | SIAH1 antagonists | Dengue-2 NS5 capping | others
COc1ccc(CNC(=O)C2CCN(S(=O)(=O)c3ccc(SC)cc3)CC2)cc1 | 4 | 911 | -0.5% | -2% | -38% | . | i | 1.1 | -10% | -1% | 2%
Cc1ccc(-c2cc(C(=O)NCCc3ccccn3)c3ccccc3n2)c(C)c1 | -3 | 722 | 2.7% | -1% | 14% | -0.9% | i | 0.2 | -7% | 12% | -2%
Cc1c(NS(=O)(=O)c2ccc(F)cc2)c(=O)n(-c2ccccc2)n1C | 0 | 812 | -1.4% | 10% | 11% | . | i | 0.7 | -6% | 0% | -3%
Cc1ccn2cc(-c3cccc(NC(=O)c4cccs4)c3)nc2c1 | -1 | 679 | 0.2% | 4% | -13% | -6.9% | i | 2.2 | -3% | 4% | -4%

A portion of the library (hit frequency here may not be typical).
